Bioassay records (PubChem)
CCT modulator: High-Throughput Screening for Modulators of Cytosolic Chaperonin Activity | purified chaperonin ATPase assay, HTRF ADP detection, 30 min | 360,000 tested, 0.3% active | activity change, % (concentration not given with the values), hits read low; in the data active means activity change below about -30%; further: on the % scale 0 is the no-effect control and ±100 the full control effect
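ATPase activity: ADP formed was measured by HTRF Transcreener (665/615 nm ratio) after 30 min at 37 deg C with 10 uM ATP. Compounds screened at one 76 uM concentration against 40 or 20 nM TRiC in Tris pH 7.4/KCl/MgCl2/DTT buffer.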
D3 ag: qHTS of D3 Dopamine Receptor Agonist: qHTS. D3R DiscoveRx beta-arrestin cells, luminescence, 90 min. max activation, %. 410,000 tested, 0.58% active. AID 652048, 2013; in the data active means max activation above about 30%; further: 0% is about no effect; mostly tested at two doses, the higher about 12 µM
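Agonist mode: compounds and dopamine controls were applied to plated cells for 90 min at 37 degrees C after an overnight attachment at 1500 cells/well. Luminescent read-out followed 30 - 60 minutes at room temperature with DiscoveRx detection reagent.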
MmCpn inh: Inhibitors of TCP-1 ring complex (TRiC) of Methanococcus maripaludis (MmCpn): qHTS | Chaperonin Mm-Cpn (Methanococcus maripaludis) | purified Mm-Cpn ATPase, ADP Transcreener TR-FRET | Potency, µM (doses to about 76.9 µM), for the others: at the top dose activity, negative = inhibition, usual class: inhibitors | 330,000 tested, 0.031% active | AID 504842, 2011; further: potency means the concentration at half of the fitted maximal effect; on the % scale 0 is the no-effect control and ±100 the full control effect; nearly all actives have a fitted effect of over 80% in size
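Purified archaeal Mm-CPN (25nM final) preincubated 10 min at 37degC with compound, then 10uM ATP for 30 min at 37degC; ADP measured by HTRF Transcreener TR-FRET; buffer 30 mM TRIS pH 7.4, 100mM KCl, 5mM MgCl2, 1mM DTT.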
EPAC2 agonist: qHTS for Agonist of cAMP-regulated guanine nucleotide exchange factor 4 (EPAC2): primary screen | EPAC2 activation, biochemical qHTS; response scale: 100% = 6.5 mM cAMP response | 360,000 tested, 0.079% active | Rap guanine nucleotide exchange factor 4 (Homo sapiens), Q8WZA2 | Potency, µM (doses to about 154 µM), without a hit: at the top dose activation, most hits filed as activators; further: potency means the concentration at half of the fitted maximal effect; nearly all actives have a fitted effect of over 50% in size
Target sequence (Q8WZA2 whole entry, looked up): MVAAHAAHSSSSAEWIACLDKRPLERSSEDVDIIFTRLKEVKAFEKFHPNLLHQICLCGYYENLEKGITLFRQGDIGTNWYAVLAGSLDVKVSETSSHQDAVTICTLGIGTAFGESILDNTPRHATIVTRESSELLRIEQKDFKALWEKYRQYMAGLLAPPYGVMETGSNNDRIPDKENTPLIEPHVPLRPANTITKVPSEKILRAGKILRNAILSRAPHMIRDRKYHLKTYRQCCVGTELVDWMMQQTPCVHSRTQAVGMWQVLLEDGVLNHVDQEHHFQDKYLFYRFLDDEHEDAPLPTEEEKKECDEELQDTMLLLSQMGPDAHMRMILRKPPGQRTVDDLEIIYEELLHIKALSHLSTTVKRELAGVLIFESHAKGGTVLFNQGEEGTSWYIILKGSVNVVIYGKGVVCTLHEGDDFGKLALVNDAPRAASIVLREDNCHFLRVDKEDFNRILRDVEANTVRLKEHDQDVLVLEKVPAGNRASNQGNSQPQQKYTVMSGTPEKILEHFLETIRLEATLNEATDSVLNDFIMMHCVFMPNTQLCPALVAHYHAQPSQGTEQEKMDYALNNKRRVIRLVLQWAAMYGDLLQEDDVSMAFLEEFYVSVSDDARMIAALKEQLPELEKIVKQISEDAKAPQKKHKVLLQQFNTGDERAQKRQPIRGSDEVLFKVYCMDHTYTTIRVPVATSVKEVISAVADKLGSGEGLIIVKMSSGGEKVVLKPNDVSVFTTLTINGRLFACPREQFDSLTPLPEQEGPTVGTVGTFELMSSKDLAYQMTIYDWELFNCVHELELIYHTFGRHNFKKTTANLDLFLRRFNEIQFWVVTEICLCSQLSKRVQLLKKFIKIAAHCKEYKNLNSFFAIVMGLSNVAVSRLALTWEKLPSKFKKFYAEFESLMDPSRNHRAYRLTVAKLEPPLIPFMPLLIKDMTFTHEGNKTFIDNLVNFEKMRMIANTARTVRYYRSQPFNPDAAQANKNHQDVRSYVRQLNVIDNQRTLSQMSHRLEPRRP
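Guanine nucleotide exchange by EPAC2 is measured as reduced fluorescence of BODIPY-GDP once it is released from 250 nM Rap1B. Plates are read kinetically for 30 min at room temperature; results are scaled to 6.5 mM cAMP.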
PTHR1 agonist: qHTS for PTHR1 Agonists: Primary Screen; HEK293 GP2 PTHR1 cells, GloSensor cAMP luminescence, 1 h; Potency, µM (series often up to 115 µM), for the others: at the highest dose activation, actives largely listed as activators; 410,000 tested, 0.075% active; further: potency means the concentration at half of the fitted maximal effect; nearly all actives have a fitted effect of over 55% in size; some results filed as inactive show a strong effect at the top dose; inactives centre near -15; many of its hits are not listed in these tables
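HEK-293-derived GP2 cells expressing PTHR1 and a GloSensor cAMP reporter, 3,000/well, plated overnight, given luciferin plus IBMX (each 0.5 mM as added) for 1 h at 37 °C, then compound for 1 h at 37 °C. Luminescence was read after 15 min at room temperature.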
EPAC2 antag: qHTS for Antagonist of cAMP-regulated guanine nucleotide exchange factor 2 (EPAC2): primary screen; Rap guanine nucleotide exchange factor 4 (Homo sapiens), Q8WZA2; EPAC2 GEF exchange of Rap1B-BODIPY-GDP, fluorescence; Potency, µM (highest dose often 114 µM), for the others: at the top dose activity, negative = inhibition, usual class: inhibitors; 360,000 tested, 0.18% active; further: potency means the concentration at half of the fitted maximal effect; on the % scale 0 is the no-effect control and ±100 the full control effect; nearly all actives have a fitted effect of over 45% in size; many of its hits are not listed in these tables
D3 antag: qHTS of D3 Dopamine Receptor Antagonist: qHTS. max response, negative = inhibition, %. D3R cells, DiscoveRx beta-arrestin luminescence, antagonist mode; active compounds read low. 360,000 tested, 2.5% active. D(3) dopamine receptor (Homo sapiens), P35462; in the data active means max response below about -50%; inconclusive means no clear call, values can overlap the other calls; further: on the % scale 0 is the no-effect control and ±100 the full control effect; mostly tested at two doses, the higher about 12 µM
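Cells expressing the human receptor were seeded at 1500 cells/well, incubated overnight at 37 degrees C in 5% CO2, then exposed to library compounds with dopamine controls for 90 minutes at 37 degrees C before luminescent detection.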
pAkt inh: HTS Assay for Inhibitors of Akt Phophorylation: Primary Screen; Neuro2A IGF-stimulated pAkt S473 HTRF, 20 min; active compounds read low; activity change, % for hits at 50 µM; 360,000 tested, 0.32% active; AID 651550, 2012; in the data active means activity change below about -80%; inconclusive means mostly about -51% to -80%; further: on the % scale 0 is the no-effect control and ±100 the full control effect
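Single-point screen (50 µM final compound) in Neuro2A cells stimulated 20 min with 6 nM IGF at 37 deg C. After lysis, Ser473-phosphorylated Akt read by HTRF (ex 330 nm, em 615/665 nm) as the 665/615 ratio.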
* marks the source's active call; other numbers are inactive results; i = inactive; ? = inconclusive; nt = not tested or not shown; [ ] = dose if it differs, or a comment. Unless noted, the call rests on the fitted dose curve; in most records, active means well fitted curve in the direction sought with a large enough effect; inconclusive means small, poorly fitted or top-dose-only effect, or another doubt; inactive means no such curve, though single readings can be large; an effect the other way counts as inactive or inconclusive. The list is partial, so the mix of outcomes need not match the whole.

Molecule	CCT modulator	EPAC2 agonist	PTHR1 agonist	D3 antag	pAkt inh	EPAC2 antag	MmCpn inh	D3 ag
CN(CC(=O)Nc1ccc(Cl)cc1)C(=O)c1ccc(N2CCCC2=O)cc1	2.2	-2%	-94%[inhibitor]	-10	i	-9%	-1%	-1
CCN(Cc1ccccc1)S(=O)(=O)c1ccc(OC)cc1	-2.7	14%	-29%	3	i	?	-4%	-3
Cc1nc2nc(-c3cccnc3)nn2c(C)c1Cl	-3.7	1%	-3%[57.5 µM]	6	i	12%	-2%	-1
CCN(CC)c1ccc2cc(-c3nnc(-c4ccccc4)o3)c(=O)oc2c1	-0.5	35µM*	-23%	2	i	238%[activator]	0%	-8
CC(C)C(=O)OCC(=O)Nc1ccc(N=Nc2ccccc2)cc1	-1.9	12%	-45%	-20	i	-22%	2%	-4
COc1ccc(NC(=O)CN(C)C(=O)Cc2ccc3c(c2)OCCO3)cc1	-11	-2%	i	-7	i	-15%	3%	-5
O=[N+]([O-])c1ccc(CN2CC(N3CCN(CC4CC4)CC3)CS2(=O)=O)cc1 (stereo not drawn)	-0.7	-11%	i	23	i	-17%	nt	-4
Cc1ccc2[nH]c3c(=O)n(Cc4ccco4)cnc3c2c1	-0.3	-5%	i	5	i	-7%	1%	-13
COc1ccc(F)cc1C(=O)C1CCCN(C(=O)c2ccc(C(C)=O)s2)C1 (stereo not drawn)	0.1	4%	-27%	-15	i	-6%	-1%	-6
O=C(Nc1ccc(S(=O)(=O)Nc2ncccn2)cc1)c1ccc(F)c(S(=O)(=O)N2CCOCC2)c1	-3.7	-2%	i	-2	i	7%	1%	4
O=C(C[n+]1ccncc1)c1ccccc1	2.2	4%	i	-19	i	5%	1%	-5
Cc1ccc(C(=O)/C=C\Nc2ccc(C)c(C)c2)cc1	-1.2	5%	-15%	10	i	14%	1%	5
O=C1CN(C(=O)CSc2ccccn2)c2ccccc2N1	-0.8	2%	i	17	i	2%	0%	7
Cc1onc(C(=O)Nc2ccc3c(c2)OCO3)c1[N+](=O)[O-]	-0.5	1%	i	10	i	6%	-3%	1
CCCC(=O)C1C(=O)CC(CC(C)SCC)CC1=O (stereo not drawn)	-2.9	0%	-23%	-14	i	2%	1%	-6
O=C(NCc1cccnc1)c1ccc(Br)o1	0.3	7%	-24%	13	i	13%	1%	-1
CCC(C)(C)NC(=O)/C=C/c1cnc2ccccc2n1	-4.0	0%	-27%	4	i	9%[57.1 µM]	0%	4
CCOC(=O)[C@]12CCCC=C1N(CCC1=CCCCC1)C(=O)[C@H](CC(=O)NCc1ccc(C)o1)C2	nt	-7%	-21%	-17	i	?	nt	-9
CCCc1cc(C(=O)Cc2nc3ccccc3s2)c(O)cc1O	-0.9	17%	-1%[57.5 µM]	8	i	4%	0%	1
O=C(Nc1ccc(F)cc1)c1cccnc1NCCc1ccccc1	0.7	10%	i	-7	i	-8%	2%	0
CCOC(=O)N1CCN(CC(O)COCC2=CCC3CC2C3(C)C)CC1 (stereo not drawn)	-2.1	16%	-10%	0	i	19%	1%	-5
Cc1ccc(S(=O)(=O)N2CCN(C(=O)N3CCOCC3)C2C)cc1 (stereo not drawn)	0.9	3%	i	-5	i	15%	1%	-18
O=C(c1ccco1)N1CCN(C(=O)c2cccc3c2C(=O)N(Cc2cccnc2)C3)CC1	-0.2	1%	i	12	i	6%	1%	1
Cc1[nH]c2ccccc2c1C(=O)COC(=O)Cn1c(C(F)(F)F)nc2ccccc21	-1.6	-12%	-4%	13	i	0%	3%	2
COC(=O)CSc1nnc2cc(C)c3ccccc3n12	0.2	-3%	i	12	i	1%	0%	-7
CCCN1CN(Cc2ccco2)c2nc3ccccc3n2C1	-0.4	-4%	i	13	i	-5%	-1%	0
Cc1ccccc1OCC(=O)OCC(=O)NCc1ccccc1	2.1	0%	i	2	i	3%	-4%	1
O=C(CSc1ccc2nnc(-c3ccccn3)n2n1)Nc1ccccc1	-0.9	3%	?	-21	i	2%	-1%	-5
CC(C)(C)c1ccc(OCCCC(=O)Nc2cccc(S(=O)(=O)N3CCOCC3)c2)cc1	1.0	-7%	-36%[inhibitor]	-4	i	-18%	-2%	6
CC(C)(C)OC(=O)N1CCC[C@H]1c1nnc(SCc2c(Cl)cccc2Cl)o1	1.5	22%	-5%	?	i	-1%	1%	-11
Cn1c(=O)c2c(nc(Cc3ccc(N)cc3)n2C)n(C)c1=O	-1.4	1%	i	3	i	0%	1%	4
C=CCOC(=O)C1=C(C)Nc2nnnn2C1c1cc(OC)ccc1OC (stereo not drawn)	0.0	4%	-23%[57.5 µM]	?	i	-18%	0%	-11
Cc1cc(NC(=O)C(C)SCC(=O)N(Cc2ccccc2)c2ccccc2)no1 (stereo not drawn)	1.5	3%	16%	23	i	-17%	1%	0
CCO[C@H]1OC(C(=O)NCc2nc3ccccc3[nH]2)=C[C@@H](c2cn(C(C)=O)c3ccccc23)[C@@H]1CCCO	-2.6	8%	-19%	-11	i	-18%	nt	7
CCOC(=O)C(C)Sc1snnc1C (stereo not drawn)	-0.6	2%	i	-10	i	-5%	nt	-4
Cc1cc(C)n(-c2nc(Nc3ccccc3C(F)(F)F)nc(-n3nc(C)cc3C)n2)n1	1.4	-21%	-9%	0	i	-7%	0%	-1
Cc1ccc(CS(=O)(=O)Cc2ccc(C(=O)NCCCN3CC(C)CC(C)C3)o2)cc1 (stereo not drawn)	0.0	3%	15%	0	i	5%	1%	-6
CCN(CC(=O)Nc1ccc(NC(C)=O)cc1)C(=O)C1CC(=O)N(c2ccc3c(c2)OCCO3)C1 (stereo not drawn)	-0.3	12%	-19%	19	i	-14%	nt	2
CCCCCCC1/C(=N\NC(=O)c2ccccc2)CCC1C(=O)OC (stereo not drawn)	-1.5	3%	-8%	-6	i	1%	-8%	-8
COc1ccccc1C(=O)COC(=O)CN1C(=O)c2ccccc2C1=O	-0.5	3%	-1%	2	i	-7%	1%	0
CC(OC(=O)c1ccccn1)C(=O)Nc1ccc(C(F)(F)F)cc1 (stereo not drawn)	0.2	-2%	i	-12	i	-5%	0%	-8
CCC(=O)c1cc2c(cc1NC(=O)c1ccccc1)OCCO2	0.7	-4%	i	24	i	-1%	0%	6
Cc1ccc(C(=O)NN2C(=O)C3C4C=CC(C4)[C@@H]3C2=O)cc1 (stereo partly drawn)	-0.7	8%	-25%	-18	i	7%	-1%	-8
Cc1c(C)c2ccc(Oc3ccc([N+](=O)[O-])cc3C(F)(F)F)c(C)c2oc1=O	1.6	-1%	i	6	i	0%	1%	3
O=C(CN1CCN(C(=O)CN2C(=O)NC3(CCCC3)C2=O)CC1)Nc1cccc(F)c1	1.5	3%	-21%	-15	i	16%	2%	1
C[C@H](CO)N1C[C@H](C)[C@@H](CN(C)S(=O)(=O)c2ccccc2F)Oc2ncc(Br)cc2C1=O	-1.2	9%	-25%	15	i	?	nt	8
O=C(CCc1ccc(S(=O)(=O)NCCc2ccccc2)cc1)Nc1ccc2c(c1)OCO2	-0.5	10%	i	19	i	0%	-2%	12
C[C@H]1COC(=O)[C@@H](CC(=O)OC(C)(C)C)C/C=C\C[C@H](CC(=O)NCCO)C(=O)N1	-4.5	7%	i	2	i	12%	-3%	8
CC(=O)Nc1ccc(NC(=O)COC(=O)c2ccco2)cc1	2.1	1%	i	8	i	-3%	1%	1
Cc1ccc2[nH]cc(CCNC(=O)Nc3ccccc3)c2c1	-0.1	12%	i	11	i	-1%	0%	-3

Remaining list, next part.
Molecule	CCT modulator	EPAC2 agonist	PTHR1 agonist	D3 antag	pAkt inh	EPAC2 antag	MmCpn inh	D3 ag
CCCCOC(=O)C1=C(C)NC(=O)NC1c1ccc(OC)cc1 (stereo not drawn)	-1.8	5%	-6%	1	i	-8%	1%	5
Cc1ccc(NC(=S)Nc2cc(C)on2)cc1	-1.4	5%	-9%	10	i	2%	2%	11
COC(=O)c1c(C)[nH]c(C(=O)COc2ccc3ccc(=O)oc3c2)c1C	2.7	0%	-16%	35	i	-15%	-1%	15
CC(C)C(O)C1CCN(Cc2nc(Cc3ccccc3Cl)no2)CC1 (stereo not drawn)	-0.3	12%	-35%[inhibitor]	-14	i	5%	-5%	-3
CC(=O)N(c1nc(CCl)cs1)c1cccc(C)c1C	-2.9	-3%	i	10	i	-6%	1%	6
